KCNK3 inh = human KCNK3 channel inhibition, primary screen; CHO-KCNK3 thallium flux, FluxOR fluorescence; active compounds read low; 340,000 compounds, 0.84% hits; O14649; B-score at 10 µM;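 active = B-score under library mean minus 4 SD, starting fluorescence ratio at most library mean plus 5 SD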;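 note: more negative B-score means stronger inhibition of thallium flux through KCNK3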
KCNQ1 block = human KCNQ1 channel inhibition; P51787; CHO-K1 KCNQ1, FluxOR thallium flux fluorescence; active compounds read high; B-score at 10 µM; 310,000 compounds, 1.3% hits; AID 2642;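 active = compounds whose thallium flux B-score, printed positive for inhibition, exceeds three library SD while starting fluorescence stays within three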;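 note: channel opened by potassium depolarization with thallium stimulus after 20 min compound exposure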
GSK3A inh = inhibitors of human GSK-3 alpha kinase. 320,000 compounds, 0.1% hits. ADP-Glo luminescence, 60 min. inhibition, % at 10 µM. P49840;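 in the data active = inhibition above about 50%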;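 note: GST-tagged GSK-3 alpha with peptide substrate and 25 µM ATP; 0% = DMSO neutral wells and 100% = GW8510 positive control wells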
Target sequence (P49840 whole entry, looked up): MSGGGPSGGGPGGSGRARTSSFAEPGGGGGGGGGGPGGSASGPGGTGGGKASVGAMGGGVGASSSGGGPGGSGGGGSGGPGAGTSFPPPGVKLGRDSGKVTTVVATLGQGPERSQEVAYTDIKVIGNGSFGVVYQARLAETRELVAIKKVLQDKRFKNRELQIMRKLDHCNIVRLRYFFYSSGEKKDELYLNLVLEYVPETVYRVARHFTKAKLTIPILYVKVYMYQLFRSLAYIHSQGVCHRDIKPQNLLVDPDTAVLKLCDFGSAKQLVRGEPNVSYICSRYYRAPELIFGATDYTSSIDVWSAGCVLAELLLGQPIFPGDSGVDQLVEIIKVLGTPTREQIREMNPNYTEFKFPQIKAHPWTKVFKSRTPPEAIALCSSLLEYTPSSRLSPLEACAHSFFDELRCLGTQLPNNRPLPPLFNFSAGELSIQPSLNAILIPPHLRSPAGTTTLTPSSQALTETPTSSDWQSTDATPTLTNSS
hERG rescue = hERG (human) protection from proarrhythmic block; Q12809; CHO-hERG, FluxOR thallium flux, dofetilide IC70 present; activation (rescue from dofetilide block), less the hit threshold, % at 10 µM; 310,000 compounds, 0.51% hits; AID 1511;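 active = activation above the mean of controls blocked by dofetilide plus 5 SD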;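 note: thallium influx through hERG after potassium depolarization seen as dye fluorescence rise; in these data hits start at about 4.7%; inactives centre near -7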
DYRK1A inh = blocks rat Dyrk1A kinase activity. ADP-Glo luminescence, NFATc1 peptide. inhibition, % at 12.5 µM. 310,000 compounds, 0.43% hits. AID 504441; in the data active = inhibition above about 50%;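 note: plate controls were vehicle with enzyme for no effect and no enzyme for full effect; many of its hits are not listed in these tables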
GSK3B inh = human GSK3beta kinase inhibition; activity score (negative = inhibition), % at 10 µM; GST-GSK3beta kinase, ADP-Glo luminescence, 60 min; active compounds read low; 300,000 compounds, 0.038% hits; P49841;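 active = more than half of replicate wells score below -50%, meaning over 50% inhibition versus plate controls; inconclusive = some replicates but at most half score below -50%; inactive = no replicate scores below -50%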;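 note: 0% = median DMSO wells and -100% = median GW8510 positive control wells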
Target sequence (P49841 whole entry, looked up): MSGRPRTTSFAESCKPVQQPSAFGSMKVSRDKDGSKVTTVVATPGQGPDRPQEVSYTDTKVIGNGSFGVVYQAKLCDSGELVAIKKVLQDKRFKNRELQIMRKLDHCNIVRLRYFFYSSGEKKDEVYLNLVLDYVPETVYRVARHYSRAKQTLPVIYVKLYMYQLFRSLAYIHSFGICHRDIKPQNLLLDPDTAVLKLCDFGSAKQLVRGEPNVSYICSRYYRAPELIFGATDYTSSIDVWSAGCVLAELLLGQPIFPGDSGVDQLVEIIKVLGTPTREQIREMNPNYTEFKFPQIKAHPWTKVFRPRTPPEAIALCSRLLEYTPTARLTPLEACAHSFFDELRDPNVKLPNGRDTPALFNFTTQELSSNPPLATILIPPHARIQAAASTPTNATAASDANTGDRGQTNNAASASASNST
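Assay system: GST-tagged human GSK3beta kinase, cell-free; Input: 1.6 ng GSK3beta; Medium: Tris/MgCl2 kinase buffer; Timing: 60 min enzyme reaction, room temperature; Signal: ADP-Glo luminescence quantifying ADP generated by kinase; Evaluation: score relative to plate controls; Benchmarks: DMSO neutral wells and GW8510 at 20 µM as positive.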
PolyA inhibitor = inhibitors of polyadenylation in S. cerevisiae; AID 1875; S. cerevisiae SKY197-pL101 polyadenylation reporter, beta-gal luminescence; efflux-impaired pdr1/pdr3 knockout yeast; score 100 = 6 SD above DMSO; calls only at 12 µM; 300,000 compounds, 0.02% hits;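 active = lowest replicate activity score at least 50, where 100 means six control SD above control mean; inconclusive = lowest score under 50 but half or more replicates reach 50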;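 note: yeast exposed to compound for 9 h at 30 °C; higher score means more reporter readthrough which indicates perturbed polyadenylation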
HDAC3 inhib = inhibitors of human histone deacetylase 3; 320,000 compounds, 0.15% hits; inhibition, % at 8.3 µM; recombinant HDAC3, fluorogenic peptide/trypsin coupled, fluorescence; O15379; in the data active = inhibition above about 26%, passing the limit was not always enough; inconclusive = no clear call, values can overlap the other calls
RGS4 act = potentiators or activators of RGS4; 310,000 compounds, 0.92% hits; B-score at 10 µM; HEK293 M3R/inducible RGS4, carbachol calcium flux Fluo4; active compounds read low;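 active = B-score of the integrated calcium signal more than 4 SD below the library mean, with starting fluorescence not abnormally high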;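 note: negative B-score means reduced calcium response which marks RGS4 activation or potentiation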
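Test system: HEK293 cells with stable M3R and inducible RGS4; also added: carbachol at ECmax as muscarinic agonist stimulus; schedule: dye loading 30 min 37 °C, buffer rest 30 min RT; technique: kinetic calcium fluorescence imaging with Fluo4-AM dye, 2 µM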
KCNQ1 act = potentiators or activators of human KCNQ1 potassium channel; B-score at 10 µM; P51787; CHO-K1 KCNQ1, thallium flux FluxOR fluorescence; active compounds read high; 310,000 compounds, 0.35% hits;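 active = fluorescence ratio B-score, a plate-corrected score, at least three library SD, with initial intensity B-score within 5 SD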
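assay system = KCNQ1-transfected CHO-K1 cells | medium = assay buffer with matched DMSO | probe or stimulus = depolarizing K+/Tl+ stimulus, K2SO4 and Tl2SO4 each 12.5 mM in 5x stock | dosing = single dose | incubation = dye 90 min, compound 20 min, room temperature | detection = kinetic FluxOR fluorescence, 10 s baseline plus 110 s post-stimulus | evaluation = ratio B score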
KCNK9 block = blocks the human KCNK9 two-pore domain potassium channel | HEK293 KCNK9, FluxOR thallium flux fluorescence; active compounds read low | B-score at 10 µM | 310,000 compounds, 1.2% hits | AID 488922;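 active = ratio B-score over 3 SD below the library mean, with starting fluorescence within 5 SD of its mean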;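 note: negative B-score means less thallium flux so channel inhibition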
* marks the source's active call; other numbers are inactive results; i = inactive; ? = inconclusive; . = no result given. These rows are one share of the data (hit frequency here may not be typical).

smiles | KCNK9 block | KCNK3 inh | DYRK1A inh | KCNQ1 block | RGS4 act | KCNQ1 act | HDAC3 inhib | PolyA inhibitor | GSK3A inh | GSK3B inh | hERG rescue
Cc1ccc(/C=N/c2sc3c(c2C#N)CCC3)s1 | i | i | 6 | i | i | i | 4 | i | -1 | 0 | -9
S=C(NC1CC1)N1CCc2ccccc2C1 | i | i | 3 | i | i | i | -2 | i | -1 | 0 | -5
Nc1nonc1-c1noc(N2CCOCC2)n1 | i | i | 2 | i | i | i | -8 | . | -1 | -15 | -3
Cc1ccc(S(=O)(=O)Nc2ccc3nc(N)sc3c2)cc1 | i | i | 1 | i | i | i | 0 | i | 2 | -1 | -18
Cc1cccn2c(/C=N/OCc3ccc(F)cc3)c(-c3ccc(Cl)cc3)nc12 | -7.8* | i | 0 | i | i | i | 3 | i | -3 | 1 | -11
CCOC(=O)N1CCC(NS(=O)(=O)c2ccc(NC(C)=O)c(Cl)c2)CC1 | i | i | . | i | i | i | -3 | i | 0 | -1 | -8
CCCN1CCN(CCCNC(=O)CN2C(=O)C(CC)Oc3ccccc32)CC1 (centres undefined) | i | i | -10 | i | i | i | -2 | i | -3 | 0 | -4
COc1ccc(OC)c(S(=O)(=O)NCCCN2CCCC2=O)c1 | i | i | -1 | i | i | i | -4 | i | -1 | -4 | -5
CC(Cl)C(=O)NNC(=O)CNS(=O)(=O)c1ccccc1 (centres undefined) | i | i | 1 | i | i | i | 8 | i | 0 | 3 | -10
Cc1cccc(NC(=O)COc2ccc(/C=C\c3[nH]c(=O)[nH]c(=O)c3[N+](=O)[O-])cc2)c1 | i | i | 15 | i | i | i | ? | i | -4 | -2 | -6
Cc1ccc2nc(C)cc(N3CCOCC3)c2c1 | i | i | 2 | i | i | i | 6 | i | . | 1 | -3
CN(C)C(=S)NC1(C)CCS(=O)(=O)C1 (centres undefined) | i | i | -3 | i | i | i | -6 | i | -1 | -4 | -10
O=C(Nc1ccc(S(=O)(=O)Nc2ccccn2)cc1)c1cccc(Br)c1 | i | i | 0 | i | i | i | -6 | i | -1 | 3 | -5
O=C(Nc1cccc(S(=O)(=O)N2CCCCC2)c1)c1ccc2c(=O)n3c(nc2c1)CCCCC3 | i | i | -1 | i | i | i | 8 | i | -1 | -1 | -25
O=C(NCC1CCCO1)/C(=C/c1ccc(Cl)cc1)NC(=O)c1ccccc1 (centres undefined) | i | i | -3 | i | i | i | -2 | i | 1 | 2 | -3
COc1ccc(C(=O)Nc2ccc(NC(=O)c3ccco3)cc2)cc1 | i | i | -3 | i | i | i | 1 | i | -3 | -1 | -10
Cc1ccccc1N1CCN(C(=O)CCN2C(=O)c3ccccc3C2=O)CC1 | i | i | 4 | i | i | i | -8 | i | 0 | 7 | -12
CCN(C(=O)c1cc2ccccc2o1)C12CC3CC(CC(C3)C1)C2 | i | . | . | i | i | i | -3 | i | -1 | 1 | -8
COc1ccc(Cl)cc1S(=O)(=O)N1CCCC(C(=O)N2CCCC2)C1 (centres undefined) | i | i | 6 | i | i | i | 4 | i | -1 | 0 | -6
COC(=O)c1ccccc1NC(=O)Nc1ccc(C)cn1 | i | i | -2 | i | i | i | 5 | i | 2 | 4 | -12
O=C(COC(=O)COc1ccc(Cl)cc1)Nc1ccc(N2CCOCC2)cc1 | i | i | 4 | i | i | i | -6 | i | -2 | 0 | -13
N#C/C(=C\c1cccnc1)C(=O)Nc1ccc(C(=O)O)cc1 | i | i | 12 | i | i | i | 6 | i | -2 | 0 | -14
CCc1cccc(CC)c1NC(=S)Nc1cccc(Cl)c1Cl | i | i | -2 | i | i | i | -4 | i | -1 | -1 | -11
Fc1ccc(CSc2nnc3ccccn23)c(Cl)c1 | i | i | 12 | i | i | i | -1 | i | 0 | -3 | -10
C=C1c2ccc(C)cc2NC(=O)N1c1ccccc1 | i | . | . | i | i | i | -3 | i | 0 | 1 | -7

Next section:
smiles | KCNK9 block | KCNK3 inh | DYRK1A inh | KCNQ1 block | RGS4 act | KCNQ1 act | HDAC3 inhib | PolyA inhibitor | GSK3A inh | GSK3B inh | hERG rescue
COC(=O)c1ccc(NC(=O)c2ccco2)cc1 | i | i | 5 | i | i | i | -1 | i | 0 | 5 | -12
Cc1ccc(NC(=O)C(NC2CCCC2)c2ccccc2)cc1Cl (centres undefined) | i | i | 0 | i | i | i | 7 | i | -2 | -3 | -30
CC(=O)Nc1ccc(NC(=O)c2cc(=O)c3cc(C)cc(C)c3o2)cc1 | i | i | -1 | i | i | i | -2 | i | 1 | 0 | -6
CN(C1=C(NC(=O)c2ccccc2)C(=O)c2ccccc2C1=O)C1CCS(=O)(=O)C1 (centres undefined) | i | i | 8 | i | i | i | 9 | i | 2 | -5 | -1
Cc1ccc(N(CN2CCCC2=O)C(=O)c2ccc(C)c(C)c2)cc1 | i | i | -5 | i | i | i | -4 | i | 1 | 0 | -9
CSc1nc2ccc(NS(=O)(=O)c3ccccc3F)cc2s1 | i | i | 5 | i | i | i | 0 | i | 1 | -3 | -9
Cc1nn(CCC#N)c2[nH]c(=O)cc(C(F)(F)F)c12 | i | i | 14 | i | i | i | -7 | i | -4 | 4 | -3
O=C(CSc1nnc(-c2ccco2)n1Cc1ccco1)NCc1cccs1 | i | i | 0 | i | i | i | ? | i | . | -4 | -10
CCSCc1nnc(SCC(=O)Nc2ccc(F)cc2)n1CC | i | i | -1 | i | i | i | 1 | i | . | . | -7
CCCCCCCCCCCC(=O)NC(Cc1ccc(OC)c([N+](=O)[O-])c1)C(=O)O (centres undefined) | i | i | 4 | i | i | i | 10 | i | -4 | 12 | -13
O=C(O)CCCC(=O)NS(=O)(=O)c1ccc(Cl)cc1 | i | i | 9 | i | i | i | 1 | i | -2 | 2 | -2
CCOC(=O)CSC1=C(C#N)C(c2ccccc2Cl)C(C(=O)OC)C(=O)N1 (centres undefined) | i | i | -1 | i | i | i | -1 | i | 0 | -2 | -5
COc1ccc(C(=O)NC(=S)NNC(=O)c2ccccc2O)cc1 | i | i | 5 | i | i | i | 3 | i | -4 | 7 | -15
COc1ccc2[nH]c3c(=O)n4c(nc3c2c1)SCCC4 | i | i | 26 | i | i | i | 14 | i | 1 | -1 | 4
CNC(=O)N(O)C1N(/N=C/c2ccccc2F)C(=S)SC1(C)C (centres undefined) | i | i | 2 | i | i | i | 11 | . | 0 | 4 | -6
COc1cc(C2C(C(C)=O)=C(O)C(=O)N2c2ccc(Br)cn2)ccc1O (centres undefined) | i | i | 6 | i | i | i | 1 | i | -1 | 2 | -8
CCC(C)Sc1nc2c(cnn2-c2ccc(C)cc2)c(=O)[nH]1 (centres undefined) | i | i | -6 | i | i | i | 2 | i | -2 | 0 | -12
C#CCOCCOCCOCCNc1nc(N2CCN(C(=O)Cn3cc(CC(C)O)nn3)CC2)nc(N2CCN(C(=O)[C@H]([C@@H](C)CC)n3cc(CCCN=C(N)N)nn3)CC2)n1 (some centres undefined) | i | i | -5 | i | i | i | -1 | i | -2 | -1 | -6
N#Cc1cc([N+](=O)[O-])cnc1Nc1ccccc1 | i | i | -3 | i | i | i | -2 | i | -5 | 0 | -9
Cc1cc(N2CCCC2=O)cc(C)c1S(=O)(=O)NCCOc1ccccc1 | i | i | -2 | i | i | i | 14 | i | 0 | 1 | -2
COc1ccc(C)cc1NC(=O)CN(C)S(=O)(=O)c1ccc2c(c1)c(=O)n(C)c(=O)n2C | i | i | -3 | i | i | i | -3 | i | -2 | 2 | -9
C=CCNC(=O)c1nc2ccccc2s1 | i | i | -3 | i | i | i | -1 | i | -1 | 2 | -6
COc1ccc(NC(=O)c2cc(-c3ccc(OC)c(OC)c3)on2)cc1OC | i | i | 0 | i | i | i | -3 | i | 0 | 1 | -9
Cc1ccccc1NC(=O)CSc1nc2ncc(Cl)cc2[nH]1 | i | i | 13 | i | i | i | -4 | i | 3 | -1 | -9
COc1ccccc1NC(=O)c1cc2cc(Br)ccc2cc1O | i | -8.8* | 1 | 9* | i | i | 0 | i | -2 | 8 | -22

Exported field by field: 4 of the compounds above
COc1ccc(C)cc1NC(=O)CN(C)S(=O)(=O)c1ccc2c(c1)c(=O)n(C)c(=O)n2C
- KCNK9 block = i
- KCNK3 inh = i
- DYRK1A inh = -3
- KCNQ1 block = i
- RGS4 act = i
- KCNQ1 act = i
- HDAC3 inhib = -3
- PolyA inhibitor = i
- GSK3A inh = -2
- GSK3B inh = 2
- hERG rescue = -9

C=CCNC(=O)c1nc2ccccc2s1
- KCNK9 block = i
- KCNK3 inh = i
- DYRK1A inh = -3
- KCNQ1 block = i
- RGS4 act = i
- KCNQ1 act = i
- HDAC3 inhib = -1
- PolyA inhibitor = i
- GSK3A inh = -1
- GSK3B inh = 2
- hERG rescue = -6

COc1ccc(NC(=O)c2cc(-c3ccc(OC)c(OC)c3)on2)cc1OC
- KCNK9 block = i
- KCNK3 inh = i
- DYRK1A inh = 0
- KCNQ1 block = i
- RGS4 act = i
- KCNQ1 act = i
- HDAC3 inhib = -3
- PolyA inhibitor = i
- GSK3A inh = 0
- GSK3B inh = 1
- hERG rescue = -9

Cc1ccccc1NC(=O)CSc1nc2ncc(Cl)cc2[nH]1
- KCNK9 block = i
- KCNK3 inh = i
- DYRK1A inh = 13
- KCNQ1 block = i
- RGS4 act = i
- KCNQ1 act = i
- HDAC3 inhib = -4
- PolyA inhibitor = i
- GSK3A inh = 3
- GSK3B inh = -1
- hERG rescue = -9

Next part:
smiles | KCNK9 block | KCNK3 inh | DYRK1A inh | KCNQ1 block | RGS4 act | KCNQ1 act | HDAC3 inhib | PolyA inhibitor | GSK3A inh | GSK3B inh | hERG rescue
CC(C)(C)NC(=O)NC(=O)CN1CCN(c2ccc(O)cc2)CC1 | i | i | -3 | i | i | i | 9 | i | . | 2 | -7
COc1ccc(C(=O)NCCCN2CCOCC2)cc1OC | i | i | 0 | i | i | i | -2 | i | -1 | -2 | -10
O=C(C1COc2ccccc2O1)N1CCN(c2ccccc2Cl)CC1 (centres undefined) | i | i | 5 | i | i | i | -2 | i | -3 | -6 | -8
CCSc1nnc(NC(=O)CCn2c(=O)oc3ccccc32)s1 | i | i | 1 | i | i | i | . | i | 1 | 3 | -7

From PubChem
